CHOP inh: blocks CHOP induction under ER stress. 220,000 compounds, 3.8% hits. AID 2732. CHO-K1 CHOP-promoter luciferase, tunicamycin-induced, 15-18 h. inhibition, % at 10 µM;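 active = compounds that reduced the stress-induced luciferase reporter signal by more than about 70% of percent inhibition, limit read from the data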;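 also: 0% = tunicamycin plus vehicle and 100% = wells without tunicamycin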
BaF3 tox: reduces parental Ba/F3 cell viability, JAK2V617F counter-screen; AID 1486; inhibition, % at 5.6 µM; CellTiter-Glo ATP luminescence; 220,000 compounds, 1.1% hits;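 active = inhibition above a per-campaign cutoff, the mean inhibition of all tested compounds plus 3 SD, cut at about 27% in these data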;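 also: 0% = DMSO wells and 100% = JAK Inhibitor I control wells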
NPY Y1 blocker: antagonists of human neuropeptide Y receptor Y1; P25929; HEK293-CNG Y1 cells, membrane potential fluorescence; NPY at EC95, then isoproterenol; inhibition, % at 3.6 µM; 200,000 compounds, 1% hits;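 active = inhibition above the campaign mean inhibition of all tested compounds plus 3 SD, cut at about 20% in these data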;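 also: 0% = DMSO wells given NPY plus isoproterenol and 100% = isoproterenol alone without NPY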
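System: HEK293 cells with Y1 receptor plus CNG channel / Probe or stimulus: NPY 25 nM then isoproterenol 1 µM plus Ro 20-1724 25 µM / Compound: one concentration, 3.6 µM, in 0.4% DMSO / Schedule: compound incubation 1 h at room temperature, readout 45 min post-stimulation / Measured by: membrane potential fluorescence / Read-out: % inhibition of NPY effect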
NPY1 pot ag: potentiators or agonists of human neuropeptide Y receptor Y1; 220,000 compounds, 0.37% hits; AID 1304; P25929; activation, % at 3.6 µM; NPY-Y1 expressing cells, potentiator/agonist activation; in the data active = activation above about 33%, passing the limit was not always enough;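 also: cells stimulated with NPY at EC10 then isoproterenol at EC100; 0% = low agonist plus stimulus and 100% = saturating agonist plus stimulus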
p47phox inh: blocks human p47phox regulatory protein of NADPH oxidases. P14598. p47phox/p22phox peptide binding, fluorescence polarization, 2 h. inhibition, % at 24.7 µM. 220,000 compounds, 0.53% hits. AID 1274;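 active = inhibition above about 30%, limit read from the data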;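 also: 0% = p47phox with labelled peptide and 100% = labelled peptide alone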
S1P4 antagonist: antagonists of human S1P4 receptor; O95977; 220,000 compounds, 0.26% hits; S1P4-expressing cells, antagonist mode, reporter read-out; inhibition, % at 4.98 µM; in the data active = inhibition above about 29%;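 also: 0% = wells stimulated with agonist and 100% = vehicle wells without agonist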
Target sequence (O95977 whole entry, looked up): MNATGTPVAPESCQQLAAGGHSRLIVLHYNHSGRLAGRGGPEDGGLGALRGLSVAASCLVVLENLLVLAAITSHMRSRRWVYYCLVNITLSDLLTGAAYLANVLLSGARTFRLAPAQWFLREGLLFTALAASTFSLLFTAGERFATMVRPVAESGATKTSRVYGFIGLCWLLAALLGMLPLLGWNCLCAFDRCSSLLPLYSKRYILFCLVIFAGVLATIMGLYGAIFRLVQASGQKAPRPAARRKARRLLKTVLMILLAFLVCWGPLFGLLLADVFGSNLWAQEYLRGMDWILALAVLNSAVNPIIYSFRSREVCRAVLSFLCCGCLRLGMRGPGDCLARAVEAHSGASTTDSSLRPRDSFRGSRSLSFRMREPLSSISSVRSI
Ba/F3 V617F tox: lowers viability of Ba/F3 cells expressing EpoR and JAK2V617F | 220,000 compounds, 1.1% hits | inhibition, % at 5.6 µM | ATP luminescence | AID 1446;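 active = inhibition above the campaign mean plus 3 SD over all tested compounds, cut at about 24% in these data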;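 also: cytokine-independent growth of Ba/F3 cells driven by EpoR plus mutant JAK2; 0% = DMSO-treated cells and 100% = JAK inhibitor I control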
S1P4 agonist: human S1P4 receptor agonism; O95977; S1P4-expressing cell line, agonist reporter assay; activation, % at 4.98 µM; 220,000 compounds, 0.35% hits; AID 1509; in the data active = activation above about 11%;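 also: 0% = DMSO vehicle and 100% = reference agonist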
NPY2 pot ag: potentiates or activates human NPY-Y2 receptor | cells expressing NPY-Y2, potentiator/agonist read-out | activation, % at 3.6 µM | AID 1359 | 220,000 compounds, 0.45% hits; in the data active = activation above about 27%;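 also: cells stimulated with NPY near EC25 plus isoproterenol at EC100; 0% = vehicle plus submaximal agonist and 100% = vehicle plus saturating agonist; some results beyond the cut were filed as inactive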
Target sequence (P49146 whole entry, looked up): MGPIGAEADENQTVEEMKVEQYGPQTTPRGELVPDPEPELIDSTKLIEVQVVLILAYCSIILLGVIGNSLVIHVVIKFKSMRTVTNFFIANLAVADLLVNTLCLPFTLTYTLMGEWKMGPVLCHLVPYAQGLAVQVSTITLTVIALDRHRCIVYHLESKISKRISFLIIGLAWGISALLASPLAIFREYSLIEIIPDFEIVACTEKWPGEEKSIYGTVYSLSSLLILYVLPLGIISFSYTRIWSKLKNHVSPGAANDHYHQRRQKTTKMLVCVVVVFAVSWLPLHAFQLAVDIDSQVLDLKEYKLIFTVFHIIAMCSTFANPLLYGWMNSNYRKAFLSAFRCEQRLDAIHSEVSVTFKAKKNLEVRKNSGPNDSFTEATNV
The depositor's hits bear a star; nt = no result given. This is a random part of the collection. About 7.1% of those tested had a hit in this group.

SMILES | CHOP inh | BaF3 tox | NPY Y1 blocker | NPY1 pot ag | p47phox inh | S1P4 antagonist | Ba/F3 V617F tox | S1P4 agonist | NPY2 pot ag
Cn1c(SCC(=O)NNC(=O)Nc2ccccc2)nnc1-c1ccccc1 | -3 | -2 | nt | -10 | -3 | 8 | -2 | -0.8 | 2
COc1cc(/C=C/C(=O)c2ccc(NS(=O)(=O)c3ccc(C)cc3)cc2)cc(OC)c1O | -198 | 4 | 1 | -10 | -52 | 1 | -2 | -0.2 | 3
CCOCC(=O)Nc1cccc(-c2nc3cccnc3s2)c1C | -6 | -2 | 3 | -9 | -3 | 11 | -1 | -0.5 | -18
C/C(Cn1nnc2ccccc21)=N\OC(=O)c1ccccc1C | 13 | 9 | 3 | -31 | 4 | 0 | 3 | -2.7 | -9
O=C(CN1CCC2(CC1)OCCO2)c1c[nH]c2ccccc12 | 29 | 4 | -7 | -1 | -4 | -8 | 4 | 0.6 | 2
Cc1cc(C)n2nc(SCc3nc4ccccc4[nH]3)nc2n1 | 18 | 2 | 1 | -2 | 5 | -1 | -2 | 1.1 | 2
CCC1/C(=N\O)CC(c2ccco2)NC1c1ccco1 (stereo not given) | 36 | 7 | -5 | 7 | -8 | -10 | -2 | 0.6 | 8
Cc1cc(Cl)ccc1C(=O)C1CCCN(C(=O)CCn2cnnn2)C1 (stereo not given) | -2 | 5 | 0 | -14 | -8 | -5 | -1 | -0.9 | -30
O=C(N/N=C\c1ccc(COc2ccc([N+](=O)[O-])cc2)o1)c1ccc(Cl)cc1 | 6 | 5 | 5 | -6 | -11 | 2 | 3 | -1.2 | -13
CC(NC(=O)c1cc(Br)ccc1Cl)c1ccccc1 (stereo not given) | 7 | 1 | nt | -5 | -4 | 10 | -3 | -0.6 | -62
COc1cccc(C(=O)Nc2ccc3c(c2)C(=O)N(CCC(=O)O)C3=O)c1 | -18 | 1 | -5 | -4 | -10 | -15 | -3 | -0.3 | -6
COc1ccc(Cn2nnnc2CN2CCc3ccccc32)cc1 | -3 | 0 | 9 | -5 | -6 | -2 | 2 | 0.5 | -19

Rewritten field by field: part of the list above.
> COc1ccc(Cn2nnnc2CN2CCc3ccccc32)cc1
  CHOP inh: -3; BaF3 tox: 0; NPY Y1 blocker: 9; NPY1 pot ag: -5; p47phox inh: -6; S1P4 antagonist: -2; Ba/F3 V617F tox: 2; S1P4 agonist: 0.5; NPY2 pot ag: -19

> Cn1c(SCC(=O)NNC(=O)Nc2ccccc2)nnc1-c1ccccc1
  CHOP inh: -3; BaF3 tox: -2; NPY Y1 blocker: nt; NPY1 pot ag: -10; p47phox inh: -3; S1P4 antagonist: 8; Ba/F3 V617F tox: -2; S1P4 agonist: -0.8; NPY2 pot ag: 2

(cont.)
SMILES | CHOP inh | BaF3 tox | NPY Y1 blocker | NPY1 pot ag | p47phox inh | S1P4 antagonist | Ba/F3 V617F tox | S1P4 agonist | NPY2 pot ag
CC(C)c1ccc(/C=N/NC(=O)CC(=O)NC2CCCCC2)cc1 | 28 | 3 | 5 | 18 | 9 | -13 | 0 | 2.9 | 1
O=C(COc1ccccc1)Nc1nc2ccccc2[nH]1 | 15 | 5 | -4 | -7 | -7 | 3 | 5 | 1.5 | 6
CN1CCN(C(=O)C2(NC(=O)Nc3cccc(F)c3)CCCCC2)CC1 | 4 | 1 | 4 | 19 | -9 | -8 | -1 | -4.8 | -19
FC(F)(F)c1cccc(-n2c(Cn3nnc4ccccc43)n[nH]c2=S)c1 | 11 | -2 | nt | -1 | 2 | -1 | -5 | -1.8 | 6
COCCCNc1ccnc2c(Cl)cccc12 | -22 | 2 | -1 | 4 | -2 | -10 | -3 | -0.8 | 6
COc1ccc(NC(=O)C(C)Sc2nnc3c4c(nc(-c5ccc(OC)cc5)n23)CC(C)(C)OC4)cc1 (stereo not given) | 30 | 8 | 1 | 17 | -9 | 1 | 0 | 0.3 | 3
CCn1cc(CNC(=O)C2C3CCC(C3)C2C(=O)O)cn1 (stereo not given) | -23 | 2 | 2 | -1 | -2 | -16 | -4 | 0.4 | -3
Cc1ccc(-c2c[n+](CC(=O)OCc3ccccc3)c3n2CCC3)cc1 | -13 | 4 | 2 | -12 | -9 | 1 | 0 | 0.1 | 2
COc1cccc(OC)c1OCCCCc1c(C)n[nH]c1C | -6 | -1 | -1 | 6 | -2 | -2 | -3 | -0.6 | 8
O=C(c1ccc2ccccc2c1)N1CCN(c2ccc(O)cc2)CC1 | 16 | 9 | 0 | 19 | -4 | -5 | 0 | -1.4 | 13
COc1ccc(Nc2c(C)cccc2C)cc1 | -12 | 4 | 9 | -4 | 3 | -1 | -3 | 0.8 | -9
CC(C)(C)NC(=O)NC(=O)COC(=O)c1cc[n+]([O-])cc1 | 10 | 0 | -2 | 0 | 2 | -28 | 1 | 0.6 | 7
CCCOC(=O)c1cccc(NC(=O)COc2ccc([N+](=O)[O-])cc2)c1 | 34 | 7 | 1 | -26 | -7 | -23 | -1 | 1.8 | 11
CSc1nsc(/C=C/Nc2cccc(Cl)c2)c1C#N | -14 | 7 | 0 | -11 | -63 | 10 | 0 | -0.3 | 0
CCn1cc(CNC(=S)Nc2cccc(Cl)c2C)cn1 | -2 | 2 | 0 | -5 | -8 | -27 | 2 | 1.8 | -3
Cc1cccc(OCc2nnc(SCc3nc4cc(C(F)(F)F)ccc4c(=O)[nH]3)o2)c1 | 104* | 5 | 1 | -8 | -53 | -6 | -1 | 0.4 | 4
Cc1ccc(CNC(=S)Nc2cc(C(=O)O)ccc2C)cc1 | 52 | 8 | 11 | -6 | 4 | 0 | 0 | -1.2 | -17
CC1CCN(C(=S)NC2CC3CCC2C3)CC1 (stereo not given) | 11 | 1 | 2 | -16 | -9 | -16 | -6 | -2.2 | 15
Cn1c(SCC(=O)Nc2ccccc2F)nnc1-c1cc2ccccc2o1 | 3 | 1 | -2 | -13 | -18 | -7 | -3 | -2.3 | 3
CC1=CCC2C(=O)N(c3ccc(C)c(Br)c3)C(=O)C2C1 (stereo not given) | 39 | -3 | -7 | 7 | -10 | -17 | -5 | 3.0 | -6
Cc1ccccc1NC(=O)/C(C#N)=C\c1cc(C)n(-c2ccc(C(=O)O)cc2)c1C | 5 | 4 | nt | 28 | -5 | -1 | -4 | -0.9 | 14
COc1cccc(CSc2nnnn2-c2ccc(O)cc2)c1 | 19 | 4 | 5 | -2 | -9 | 5 | -1 | 0.3 | 4
Cc1ccc(-c2ccccc2NC(=O)C2C3C=CC(C3)C2C(=O)O)o1 (stereo not given) | -16 | 8 | 4 | 2 | -10 | -2 | -1 | 1.6 | 15
Cc1ccc(O)c(C(CC(=O)NCc2ccco2)c2ccccc2)c1 (stereo not given) | 16 | 5 | -1 | 0 | -3 | -1 | -1 | 0.6 | -9
CCOC(=O)C1=C(C)NC(=NC)SC1c1ccccc1 (stereo not given) | -6 | 0 | -6 | 35 | 2 | -11 | -2 | 1.9 | -5
Cc1ccc2nc(SCC(=O)Nc3c(C)n(C)n(-c4ccccc4)c3=O)[nH]c2c1 | 25 | 6 | 6 | 8 | -1 | 4 | 2 | -0.3 | -2
COc1ccc(N2C(=O)CC(N(CCc3ccc(OC)c(OC)c3)C(=S)Nc3ccccc3)C2=O)cc1 (stereo not given) | -64 | 3 | -7 | 25 | 2 | -11 | 3 | -0.8 | 14
CC(C)OC(=O)c1nnn(-c2nonc2N)c1CN1CCCCCC1 | -7 | 5 | 4 | 10 | -12 | -25 | 0 | 1.1 | 0
Cn1nnc2c(C(N)=O)ncn2c1=O | 9 | -5 | -1 | -2 | 3 | 4 | 3 | 0.2 | -20
CCN1CCN(Cc2c(O)ccc3c(=O)c(-c4ccc(OC)c(OC)c4)c(C)oc23)CC1 | nt | 3 | 0 | 0 | nt | -9 | 2 | 1.5 | 4
CCc1ccc2c(c1)C(=O)C(=O)N2CC(=O)Nc1ccc(NC(=O)c2ccccn2)cc1 | 59 | 14 | -5 | 37 | 18 | 8 | 0 | 0.8 | 4
CC(=O)Cc1nsc(Nc2ccc(Cl)cc2)n1 | -14 | 1 | -1 | 12 | 4 | 0 | -1 | 0.2 | -1
c1ccc(CC2CCN(c3nc4ccccc4n4cnnc34)CC2)cc1 | 76* | 3 | 2 | -9 | -11 | -1 | 0 | -1.4 | 10
COc1ccc(N2C(N)=NC(N)=NC23CCCC3)cc1 | -18 | 64* | -2 | -4 | -5 | -7 | 57* | 2.0 | -11
COc1ccc(C(=O)Nc2cccc(/C(C)=N/NC(=O)c3ccc([N+](=O)[O-])cc3)c2)cc1OC | 5 | 2 | 0 | -5 | -9 | 5 | 1 | 1.6 | -7
COc1ccc2ccccc2c1/C=N/NC(=O)CC1(C)OCCCO1 | 14 | 5 | -1 | -21 | -7 | -7 | -2 | 0.3 | 12
CN(C(=O)CSc1nnc(Nc2ccccc2)s1)C1CCS(=O)(=O)C1 (stereo not given) | -11 | 2 | 4 | 4 | -4 | -10 | 3 | -0.3 | 9
COc1ccc(OC)c(C2CC(=O)OC3=C2C(=O)CC(C)(C)C3)c1 (stereo not given) | 37 | -1 | -1 | 2 | 0 | -7 | -3 | 1.1 | -1
Nc1c(C(=O)Nc2ccccc2F)sc2nc(Cc3ccccc3)cc(C(F)(F)F)c12 | 48 | 3 | 2 | 13 | -12 | 2 | 1 | -3.7 | -14
O=C(NC(=S)NC1CCCC1)c1ccccc1Br | 83* | 4 | 9 | -11 | -5 | -12 | -2 | 1.4 | -13
CC(=O)Nc1ccc(NC(=O)C2CCCN(C(=O)c3ccc(Cl)cc3)C2)cc1 (stereo not given) | 9 | 5 | -5 | -1 | 2 | -5 | 4 | 0.6 | 5
N#CCCN1CCN(C(=S)c2ccc(-c3ccc(Cl)c(Cl)c3)o2)CC1 | 15 | 6 | 14 | -7 | -9 | -24 | 2 | -0.6 | -1
Cc1ccc(/C=N/NC(=O)c2cc(-c3cccnc3)nc3ccccc23)cc1 | -28 | 3 | 8 | -25 | -4 | -1 | 3 | -1.0 | -31
CCOc1ccc(C(=O)NCc2ccccn2)cc1 | 52 | 3 | -1 | 19 | -9 | 8 | 0 | -0.4 | 13
CCC1CCCCN1C(=O)COC(=O)c1cc2ccccc2cc1O (stereo not given) | 31 | 5 | 0 | -7 | -8 | 2 | -3 | -1.4 | 8
CCOC(=O)c1sc(NC(=O)c2ccc(OC(C)=O)cc2)nc1C | 2 | 3 | 3 | 19 | -18 | -4 | 2 | 0.3 | -2
Cn1c(=O)c2ncn(CC(=O)N/N=C/c3ccco3)c2n(C)c1=O | -15 | 2 | -1 | 10 | -7 | -29 | -3 | 1.5 | 9
NC(=O)C(CC(=O)O)NC(=O)[C@@H]1CCOc2c(I)cc([N+](=O)[O-])cc2C(=O)N[C@@H](CO)C(=O)N[C@@H](Cc2ccc(O)cc2)C(=O)N1 (stereo not given in full) | 1 | 9 | -3 | -18 | -3 | -3 | 3 | 0.5 | 4
COc1ccccc1N1CCN(C(=O)Oc2ccccc2)CC1 | -14 | 5 | 4 | -4 | -5 | -5 | 4 | 0.6 | 3
CCc1ccccc1NC(=O)CN(C)C(=O)CSc1nn(-c2ccccc2)c(=S)s1 | 3 | 7 | 8 | -3 | -9 | -22 | 2 | 0.0 | -11
Cc1ccc(NC(=S)NCCc2ccc(S(N)(=O)=O)cc2)c(C)c1 | nt | -3 | 2 | 24 | nt | 5 | -6 | -1.5 | 9
